Assay outcomes as filed in PubChem.
PPARg SRC-3 ag: PPARgamma-driven SRC-3 recruitment agonism. P37231. biochemical PPARgamma/SRC-3 coactivator recruitment assay. activation, % at 8 µM. actives 0.26% (n = 200,000); in the data active = activation above about 23%;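 note: 0% = DMSO and 100% = reference agonist; some compounds past the cut are filed as inactive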
RAM inhibit: inhibitors of the yeast RAM network. S. cerevisiae dse1pr::URA3 reporter, 5-FOA growth OD615, 2 d; analog-sensitive cbk1-as2 kinase mutant strain. inhibition, % at 50 µM. actives 1.8% (n = 190,000);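 active = inhibition above a set limit, 3 SD over mean compound inhibition, cut at about 8.4% in these data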;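 note: 0% = DMSO-only wells with no growth and 100% = 10 µM 1-NA-PP1 full growth; inhibition rescues growth on 5-FOA so higher OD means more RAM inhibition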
STAT3 act: STAT3 signaling activation; actives 0.91% (n = 190,000); U3A cells, IL-6 STAT3-luciferase reporter, luminescence; 100% = signal with IL-6 EC80 alone; activation (% of control), % at 5.6 µM;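 active = activation above the screen-wide mean of compound activation plus 3 SD, cut at about 130% in these data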;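 note: 0% = background luminescence of wells with medium and substrate only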
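Material: STAT1-lacking human U3A cells, STAT3 luciferase reporter | Benchmarks: IL-6-only wells as 100% reference | Probe or stimulus: IL-6 (33 ng/mL) | Timing: Compound 1 h, then IL-6 6 h at 37 °C | Detection: Luminescence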
S1P3 antagonist: S1P3 (human) receptor antagonism; CHO S1P3 NFAT-BLA reporter, FRET fluorescence, antagonist mode; inhibition, % at 4.98 µM; actives 0.27% (n = 170,000); Q99500; AID 485;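 active = inhibition above the plate cutoff, the mean inhibition of test wells on that plate plus 3 SD, cut at about 28% in these data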;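 note: cells challenged with S1P at its EC80 of 0.8 µM; blue over green emission ratio from cleaved BLA substrate after 4 h stimulation; 0% = S1P-stimulated wells and 100% = unstimulated DMSO-only wells; some compounds past the cut are filed as inactive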
Target sequence (Q99500 whole entry, looked up): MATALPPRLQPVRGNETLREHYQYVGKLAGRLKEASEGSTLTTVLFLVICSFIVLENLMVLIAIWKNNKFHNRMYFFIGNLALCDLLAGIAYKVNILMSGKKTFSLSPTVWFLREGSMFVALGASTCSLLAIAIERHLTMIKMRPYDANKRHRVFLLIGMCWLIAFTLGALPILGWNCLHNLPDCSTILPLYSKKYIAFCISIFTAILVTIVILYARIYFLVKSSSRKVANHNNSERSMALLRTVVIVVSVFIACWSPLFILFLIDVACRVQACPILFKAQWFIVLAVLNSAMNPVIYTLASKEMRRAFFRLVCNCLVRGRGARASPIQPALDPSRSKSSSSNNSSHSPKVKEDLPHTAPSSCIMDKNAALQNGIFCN
TR-FRET SRC-2 ct: flags TR-FRET format artefacts in PPARgamma SRC-2 recruitment agonist screen; TR-FRET artefact counter-screen; active compounds read high; TR-FRET ratio at 8 µM; actives 0.4% (n = 200,000); in the data active = TR-FRET ratio above about 2000; note: inactives centre near 1500
TLR4 MyD88 comp: TLR4-MyD88 interaction inhibition in cells; O00206+Q99836; HeLa CL3-4 TLR4/MyD88 BLA complementation, FRET ratio; inhibition, % at 8.4 µM; actives 0.18% (n = 200,000); AID 861; in the data active = inhibition above about 25%;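 note: 0% = vehicle and 100% = reference inhibitor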
PPARg SRC1 recr: promotes SRC-1 coactivator recruitment by human PPARgamma. PPARgamma-SRC-1 coactivator recruitment biochemical assay. activation, % at 8 µM. AID 631. actives 0.41% (n = 200,000); in the data active = activation above about 19%;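 note: 0% = DMSO and 100% = reference agonist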
ROMK mod: modulators of human ROMK potassium channel; B-score at 10 µM; Tet-inducible ROMK, thallium flux fluorescence; actives lie on both sides; actives 2% (n = 130,000); AID 1918; P48048;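 active = signal ratio slope over the read window, or its plate-corrected B-score, at least 3 SD from the plate mean, either direction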;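 note: B-score of the F/F0 ratio slope over 7 to 12 s after thallium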
Target sequence (P48048 whole entry, looked up): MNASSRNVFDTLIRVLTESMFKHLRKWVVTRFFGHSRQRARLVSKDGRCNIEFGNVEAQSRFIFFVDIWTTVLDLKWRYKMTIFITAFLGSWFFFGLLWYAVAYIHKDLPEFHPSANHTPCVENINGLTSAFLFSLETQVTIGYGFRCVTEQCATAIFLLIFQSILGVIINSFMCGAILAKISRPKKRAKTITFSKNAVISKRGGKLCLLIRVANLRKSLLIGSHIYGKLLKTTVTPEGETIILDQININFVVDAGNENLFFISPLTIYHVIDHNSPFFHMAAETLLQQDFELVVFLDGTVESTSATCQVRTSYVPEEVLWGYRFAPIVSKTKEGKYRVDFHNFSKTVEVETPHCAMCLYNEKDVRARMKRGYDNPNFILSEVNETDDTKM
PPARg SRC2 recr: agonists of SRC-2 recruitment by human PPARgamma | P37231 | PPARgamma LBD-SRC-2 recruitment, biochemical | activation, % at 8 µM | actives 0.34% (n = 200,000) | AID 1032; in the data active = activation above about 22%;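 note: 0% = vehicle and 100% = reference agonist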
STAT1 inh: inhibitors of IFN-gamma induced STAT1 signaling | actives 0.35% (n = 200,000) | AID 920 | NIH 3T3 STAT1-luciferase reporter, luminescence | inhibition, % at 5.5 µM;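 active = inhibition above a set limit, the mean inhibition across all tested compounds plus 3 SD, cut at about 34% in these data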;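 note: 0% = IFN-gamma with DMSO and 100% = IFN-gamma with 300 µM nifuroxazide; values of inactives mirror those of a sister screen read the other way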
STAT3 blocker: STAT3 signaling inhibition. U3A cells, IL-6 STAT3-luciferase reporter, luminescence; host cell line lacks STAT1. inhibition, % at 5.5 µM. actives 0.89% (n = 190,000). AID 862;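 active = inhibition above the mean inhibition across all screened compounds plus 3 SD, cut at about 44% in these data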;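 note: 0% = DMSO only wells and 100% = 100 µM nifuroxazide control wells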
* hit, by the source's call; / = not tested or not shown.

entry | canonical_smiles | S1P3 antagonist | STAT1 inh | ROMK mod | RAM inhibit | PPARg SRC1 recr | PPARg SRC-3 ag
1 | C[C@H](NC(=O)OC(C)(C)C)c1nnc(SCC(N)=O)o1 | -7 | 12 | -1.1 | 2.9 | 3 | 1
2 | CCC(C)(C)n1nnnc1C(C(C)C)N1CCSCC1 (stereo not drawn) | / | 8 | -0.65 | 2.0 | 1 | 9
3 | Cc1ccc(NS(=O)(=O)c2ccccc2[N+](=O)[O-])cc1C | 4 | 2 | -0.77 | -0.3 | 5 | -1
4 | Cc1ccc(Sc2nc(-c3ccccc3)ccc2C#N)cc1 | / | 5 | 0.26 | 7.6 | 3 | 3
5 | Cc1ccccc1NC(=O)COc1ccc2oc(=O)cc(C)c2c1 | 3 | 0 | 0.4 | -0.4 | -4 | -4
6 | O=C(/C=C/c1ccccc1)Nc1nnc(SCC(=O)c2ccc3ccccc3c2)s1 | -6 | 1 | -0.068 | 5.7 | 5 | 2
7 | Cn1nc(CC(=O)NCc2ccc(C(F)(F)F)cc2)c2ccccc2c1=O | / | 26 | -3 | 2.5 | 3 | 1
8 | COCC(=O)Nc1nnc(-c2ccc(C(C)(C)C)cc2)s1 | 5 | -39 | -0.0048 | 0.2 | 13 | 4
9 | Cc1ccc(C(=O)Nc2ccccc2C(=O)NC(Cc2ccccc2)C(=O)O)cc1 (stereo not drawn) | 0 | -3 | 0.55 | 0.5 | -8 | -2
10 | O=C(O)CCCC(=O)NCCc1cccc(Cl)c1 | -20 | 10 | / | 0.0 | 4 | 15
11 | CN(C)c1ccc(C=NCC2COc3ccccc3O2)cc1 (stereo not drawn) | -23 | 0 | 1.5 | 1.6 | 5 | 0
12 | Cc1ccc(NC(=O)N2C(=O)C3(OCCO3)c3ccccc32)cc1 | -9 | -42 | / | 2.8 | 3 | -12
13 | O=C(O)COc1ccc(=O)n(-c2ccccc2)n1 | / | 0 | -0.032 | 0.2 | 3 | 10
14 | CC1=NN(c2ccccc2)C(=O)C1(C)[N+](=O)[O-] (stereo not drawn) | 1 | -2 | -1.1 | 1.1 | 3 | 7
15 | COc1ccc(NC(=O)C(CC(C)C)NC(=O)C2CCCCC2)c(OC)c1 (stereo not drawn) | -6 | 0 | -0.17 | 2.7 | -2 | 2

entry | TR-FRET SRC-2 ct | STAT3 act | PPARg SRC2 recr | STAT3 blocker | TLR4 MyD88 comp
1 | 1561 | 98 | 5 | 5 | -1
2 | 1669 | 99 | 2 | 1 | 6
3 | 1521 | 96 | 2 | 9 | 14
4 | 1370 | 106 | 1 | 1 | -3
5 | 1460 | 86 | -2 | 19 | 3
6 | 1587 | 104 | 4 | -1 | -8
7 | 1481 | 68 | -1 | 39 | 2
8 | 1753 | 91 | 10 | 15 | 14
9 | 1585 | 102 | -2 | 7 | -30
10 | 1641 | 104 | 13 | -5 | -13
11 | 1380 | 97 | 1 | 8 | -12
12 | 1607 | 104 | -1 | -2 | -7
13 | 1688 | 95 | 3 | 6 | 0
14 | 1594 | 97 | -3 | 1 | -7
15 | 1396 | 104 | 0 | 8 | 8

Fetched by compound from the entries so far:
entry | canonical_smiles | S1P3 antagonist | STAT1 inh | ROMK mod | RAM inhibit | PPARg SRC1 recr | PPARg SRC-3 ag
13 | O=C(O)COc1ccc(=O)n(-c2ccccc2)n1 | / | 0 | -0.032 | 0.2 | 3 | 10
5 | Cc1ccccc1NC(=O)COc1ccc2oc(=O)cc(C)c2c1 | 3 | 0 | 0.4 | -0.4 | -4 | -4

entry | TR-FRET SRC-2 ct | STAT3 act | PPARg SRC2 recr | STAT3 blocker | TLR4 MyD88 comp
13 | 1688 | 95 | 3 | 6 | 0
5 | 1460 | 86 | -2 | 19 | 3

(more compounds)
entry | canonical_smiles | S1P3 antagonist | STAT1 inh | ROMK mod | RAM inhibit | PPARg SRC1 recr | PPARg SRC-3 ag
16 | CCOC(=O)N1CCN(C(=O)C2CCCN(S(=O)(=O)c3ccc(C)cc3)C2)CC1 (stereo not drawn) | / | 8 | 0.99 | 2.6 | 0 | 0
17 | COc1ccccc1NC(=O)Nc1ccc(Cl)c(S(=O)(=O)Nc2ccccc2OC)c1 | 5 | -3 | 0.037 | 8.4* | 0 | 2
18 | CC(C)(C)C1CCC(C(=O)OCC(=O)Nc2ccc3[nH]c(=O)[nH]c3c2)CC1 (stereo not drawn) | 1 | -13 | -0.71 | 2.3 | -3 | 0
19 | O=C1CCOc2cc(OCc3ccccc3)ccc21 | / | -21 | -0.31 | 0.5 | 3 | -1
20 | O=C(COC(=O)c1ccco1)Nc1nc2ccccc2s1 | 7 | -5 | -0.92 | 2.9 | -3 | 8
21 | CC(C(=O)N1CCCc2c1c(=O)oc1ccc(O)cc21)N1CCc2ccccc2C1 (stereo not drawn) | -10 | 8 | / | 0.0 | 11 | 0
22 | CSc1ncc(-c2ccccc2)cn1 | -6 | -21 | -0.14 | -0.2 | 8 | 3
23 | CCOc1ccc(-n2nc3c(SCCN4CCCC4)nnc(C)c3c2C)cc1 | -13 | -2 | -0.45 | -0.5 | 2 | 5
24 | CCC(C)c1ccc(NC(=O)c2cccnc2)cc1 (stereo not drawn) | 23 | -36 | / | -0.1 | 1 | -2
25 | O=C(COC(=O)CCc1ccc(S(=O)(=O)N2CCOCC2)cc1)Nc1ncc(C(F)(F)F)cc1Cl | / | -2 | / | 0.5 | 4 | 4

entry | TR-FRET SRC-2 ct | STAT3 act | PPARg SRC2 recr | STAT3 blocker | TLR4 MyD88 comp
16 | 1259 | 91 | 1 | 12 | 5
17 | 1562 | 102 | -9 | -5 | 2
18 | 1357 | 97 | 1 | 10 | 3
19 | 1543 | 85 | 5 | 20 | 5
20 | 1447 | 117 | 3 | -13 | 2
21 | 1759 | 99 | 5 | 2 | 16
22 | 1759 | 94 | 1 | 8 | -10
23 | 1617 | 101 | 13 | 0 | 15
24 | 1663 | 109 | 2 | -6 | 5
25 | 1551 | 103 | 9 | -2 | -2

Profiles as entered above. Values in the order: S1P3 antagonist	STAT1 inh	ROMK mod	RAM inhibit	PPARg SRC1 recr	PPARg SRC-3 ag	TR-FRET SRC-2 ct	STAT3 act	PPARg SRC2 recr	STAT3 blocker	TLR4 MyD88 comp
Record of CSc1ncc(-c2ccccc2)cn1 → -6	-21	-0.14	-0.2	8	3	1759	94	1	8	-10
Record of CC(C(=O)N1CCCc2c1c(=O)oc1ccc(O)cc21)N1CCc2ccccc2C1 (stereo not drawn) → -10	8	/	0.0	11	0	1759	99	5	2	16
Record of O=C1CCOc2cc(OCc3ccccc3)ccc21 → /	-21	-0.31	0.5	3	-1	1543	85	5	20	5
Record of CCOc1ccc(-n2nc3c(SCCN4CCCC4)nnc(C)c3c2C)cc1 → -13	-2	-0.45	-0.5	2	5	1617	101	13	0	15
Record of CCC(C)c1ccc(NC(=O)c2cccnc2)cc1 (stereo not drawn) → 23	-36	/	-0.1	1	-2	1663	109	2	-6	5

Compounds as they come. Share with any hit: about 5.6%.
